# p97 inhibitor – inhibitors of human p97 ATPase, primary screen, biochemical; Transitional endoplasmic reticulum ATPase (Homo sapiens), P55072; recombinant p97 ATPase, Kinase-Glo ATP luminescence, 3 h; inhibition, % at 8 µM; 0.42% of 220,000 active; AID 1481, 2009; in the data active means inhibition above about 15%;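 further: 0% = DMSO vehicle and 100% = wells lacking enzyme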
# NPY-Y1 antag – NPY-Y1 receptor antagonists, primary screen, cell-based. Neuropeptide Y receptor type 1 (Homo sapiens), P25929. HEK293-CNG Y1 cells, membrane potential fluorescence; NPY at EC95, then isoproterenol. inhibition, % at 3.6 µM. 1% of 200,000 active;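 active means inhibition above the campaign mean inhibition of all tested compounds plus 3 SD, cut at about 20% in these data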;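 further: 0% = DMSO wells given NPY plus isoproterenol and 100% = isoproterenol alone without NPY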
# Target sequence (P25929 whole entry, looked up): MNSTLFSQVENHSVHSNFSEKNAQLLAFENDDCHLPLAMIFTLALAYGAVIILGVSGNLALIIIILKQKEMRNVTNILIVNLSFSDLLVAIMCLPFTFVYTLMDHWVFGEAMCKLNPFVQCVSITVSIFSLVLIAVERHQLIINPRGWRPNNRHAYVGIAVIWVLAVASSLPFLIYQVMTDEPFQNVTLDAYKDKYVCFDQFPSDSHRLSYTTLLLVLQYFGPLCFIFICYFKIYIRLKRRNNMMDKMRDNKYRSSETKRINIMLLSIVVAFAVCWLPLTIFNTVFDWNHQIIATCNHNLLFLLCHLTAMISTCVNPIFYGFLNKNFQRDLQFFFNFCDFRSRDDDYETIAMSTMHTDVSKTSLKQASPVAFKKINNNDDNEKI
#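 Benchmarks – high control isoproterenol alone, low control NPY with isoproterenol · Material – HEK293 Y1/CNG channel cell line · Times – dye 3 h, compound 60 min room temperature, stimulation 45 min · Probe or stimulus – NPY (25 nM), isoproterenol (1 µM), Ro 20-1724 (25 µM) · Evaluation – % inhibition of NPY effect · Signal – fluorescence, membrane potential probe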
# Hck-Nef inh – inhibitors of Nef-activated human Hck kinase, primary screen, biochemical, Z-Lyte FRET, 384-well, Hck-YEEI; AID 463187, 2010; 0.68% of 220,000 active; Tyrosine-protein kinase HCK (Homo sapiens), P08631; Recombinant Hck-YEEI plus Nef, Z-Lyte FRET kinase assay; inhibition, % at 20 µM;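 active means Hck-Nef kinase inhibition above about 50%, limit read from the data; inactive means inhibition below that limit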;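 further: 0% = DMSO with Hck plus Nef and 100% = Hck alone without Nef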
# MDM2 E3 inh – MDM2-luciferase reporter signal enhancers, primary screen, MDM2 E3 ligase inhibitor project, cell-based, luminescence, 1536-well; E3 ubiquitin-protein ligase Mdm2 (Homo sapiens), Q00987; cell-based MDM2 ubiquitination luciferase reporter, 2 h; 0 = plate control, 100 = twice control, blank-subtracted; signal enhancement, % at 5 µM; 0.11% of 210,000 active;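 active means signal enhancement of 30% or more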;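 further: luminescence tracks abundance of the self-degrading MDM2-luciferase fusion protein; higher signal means inhibition of MDM2 E3 ligase activity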
# Target sequence (Q00987 whole entry, looked up, the tested form may be a part): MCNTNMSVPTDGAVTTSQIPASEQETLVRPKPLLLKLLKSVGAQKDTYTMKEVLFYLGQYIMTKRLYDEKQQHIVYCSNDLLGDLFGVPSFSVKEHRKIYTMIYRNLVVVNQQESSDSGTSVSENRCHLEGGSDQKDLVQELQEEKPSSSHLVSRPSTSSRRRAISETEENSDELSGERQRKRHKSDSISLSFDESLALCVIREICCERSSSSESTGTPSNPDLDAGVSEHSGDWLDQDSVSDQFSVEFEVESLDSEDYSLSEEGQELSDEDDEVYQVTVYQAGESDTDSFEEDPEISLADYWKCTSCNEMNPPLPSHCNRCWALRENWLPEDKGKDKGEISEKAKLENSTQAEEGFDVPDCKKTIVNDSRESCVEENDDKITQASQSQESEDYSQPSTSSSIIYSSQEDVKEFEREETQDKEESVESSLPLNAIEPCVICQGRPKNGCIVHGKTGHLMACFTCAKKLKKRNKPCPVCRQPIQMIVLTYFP
#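 Test system: mammalian cells stably expressing self-ubiquitinating, self-degrading MDM2 E3–luciferase fusion; Amount: 2000 cells in each well; Medium: DMEM; Schedule: 4 h settle plus 2 h compound, 37 °C; Technique: SteadyLite luciferase luminescence after 15 min room-temperature reagent incubation; Benchmarks: plate control and blank wells.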
# NPY1 pot ag – NPY-Y1 receptor potentiators or agonists, primary screen, cell-based. Neuropeptide Y receptor type 1 (Homo sapiens), P25929. NPY-Y1 expressing cells, potentiator/agonist activation. activation, % at 3.6 µM. 0.37% of 220,000 active. AID 1304, 2008; in the data active means activation above about 33%, passing the limit was not always enough;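 further: cells stimulated with NPY at EC10 then isoproterenol at EC100; 0% = low agonist plus stimulus and 100% = saturating agonist plus stimulus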
# NPY2 pot ag – NPY-Y2 potentiators or agonists, primary screen, cell-based; Neuropeptide Y receptor type 2 (Homo sapiens), P49146; cells expressing NPY-Y2, potentiator/agonist read-out; activation, % at 3.6 µM; 0.45% of 220,000 active; in the data active means activation above about 27%;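 further: cells stimulated with NPY near EC25 plus isoproterenol at EC100; 0% = vehicle plus submaximal agonist and 100% = vehicle plus saturating agonist; some results beyond the cut were filed as inactive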
# Runt-SMMHC FRET – inhibitors of RUNX1 Runt–CBFb-SMMHC binding, primary screen, biochemical, FRET, Cerulean-Runt, Venus-CBFb-SMMHC, uHTS; Cerulean-Runt/Venus-CBFb-SMMHC FRET ratio 530/480, 1 h; inhibition, % at 20 µM; 0.74% of 220,000 active;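 active means mean inhibition across duplicate retests at 20 µM reaching about 50%, limit read from the data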;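 further: 0% = DMSO wells and 100% = wells with excess untagged CBFb-SMMHC; inhibitors lower the FRET ratio by blocking Runt binding to CBFb-SMMHC; some results filed as inactive read as strong as hits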
# Runt-CBFb FRET – inhibitors of RUNX1 Runt–CBFb binding, primary screen, biochemical, FRET, Cerulean-Runt, Venus-CBFb, uHTS; Runt-related transcription factor 1 (Homo sapiens) + Core-binding factor subunit beta …; Cerulean-Runt/Venus-CBFb FRET ratio 530/480, 1 h; inhibition, % at 20 µM; 0.46% of 220,000 active; AID 1496, 2009;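 active means inhibition over about 50% at 20 µM in the single-dose screen, limit read from the data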;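 further: 0% = DMSO wells and 100% = excess unlabeled CBFb competitor control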
#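 Buffer or medium: Tris pH 7.5 buffer with BSA. Assay system: Cerulean-labeled Runt domain protein. Amount: each fluorescent fusion protein 100 nM. Read-out basis: loss of energy transfer signal. Incubation: 1 h compound exposure, room temperature. Probe or stimulus: Venus-CBFb binding partner, 100 nM. Detection: FRET, excitation 422 nm, emission at 530 and 480 nm.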
# RBBP9 inhibitor – human RBBP9 inhibitors, primary screen, biochemical, fluorescence polarization, FP-Rh probe, HTS; inhibition, % at 7.94 µM; recombinant RBBP9; 0.2% of 220,000 active; Serine hydrolase RBBP9 (Homo sapiens), O75884; AID 1515, 2009;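 active means inhibition above the campaign mean of all tested compounds plus 3 SD, cut at about 14% in these data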;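 further: plate controls were DMSO wells with RBBP9 for no effect and wells lacking RBBP9 protein for full effect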
# Target sequence (O75884 whole entry, looked up): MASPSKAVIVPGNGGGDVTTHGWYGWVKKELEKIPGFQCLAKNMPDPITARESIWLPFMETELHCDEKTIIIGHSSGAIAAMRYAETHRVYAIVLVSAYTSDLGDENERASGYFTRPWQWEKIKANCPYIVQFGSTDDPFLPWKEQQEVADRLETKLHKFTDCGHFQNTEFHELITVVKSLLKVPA
#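 Assay system: recombinant human RBBP9; Reagent: Serine-hydrolase probe FP-Rh, 375 nM pre-mixing; Doses: 7.94 µM single dose, 0.794% DMSO; Incubation: 30 min then 45 min, 25 °C; Detection: fluorescence polarization (mP), excitation 525 nm, emission 598 nm; Evaluation: percent inhibition from mP, scaled between DMSO and no-protein wells.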
# Active calls of the source: *; . = not tested or not shown. Rows are unselected; about 3.5% have a hit in one of these screens.
SMILES,p97 inhibitor,NPY-Y1 antag,Hck-Nef inh,MDM2 E3 inh,NPY1 pot ag,NPY2 pot ag,Runt-SMMHC FRET,Runt-CBFb FRET,RBBP9 inhibitor
CCOC(=O)c1sc(NC(=O)C(OC(C)=O)c2ccccc2)nc1C (stereo unspecified),-2,3,0,-9,1,6,1,-4,-11
CCc1ccc(-n2c(=O)c3c(C)c(C(=O)N(C)C)sc3n(CC(=O)NCC3CCCO3)c2=O)cc1 (stereo unspecified),2,-4,25,1,8,2,-2,2,6
Cc1ccccc1N(C(=O)c1cccs1)c1nc2ccccc2s1,2,1,0,-5,27,12,-1,1,-4
CCCCOc1ccc(CNC(=O)NS(=O)(=O)c2ccc(OCC(C)C)cc2)cc1,-3,7,6,-22,-23,-13,-18,-28,-6
Cc1nc2ccc([N+](=O)[O-])cc2s1,3,4,21,-18,19,2,1,0,-7
CC1CC(=O)N(CC(=O)Nc2ccc3c(c2)OCCO3)c2ccccc2S1 (stereo unspecified),5,-3,-1,6,12,1,5,0,-9
CCC(=O)NC(=S)NNC(=O)c1ccc([N+](=O)[O-])cc1,3,2,-1,-8,4,2,-6,.,-3
CCCCN(CC(=O)Nc1c(C)cccc1CC)C(=O)SCC,-1,22*,2,0,-17,-13,-1,-1,-7
CC(C)(C)C1CCC(OC(=O)CN2CCOCC2)CC1 (stereo unspecified),-2,3,2,-13,-10,-8,2,0,-1
COc1cccc(-c2nc(CS(=O)CC(=O)NCc3ccccc3)c(C)o2)c1 (stereo unspecified),1,4,1,1,-20,-6,2,-1,-2
COc1ccc(/C=C2\SC(c3ccc(C)cc3)=NC2=O)cc1OC,-3,5,4,-5,-26,-17,-125,-25,-3
NC(=O)C1CC(O)CN1c1nc(CN2CCOCC2)nc2scc(-c3ccccc3)c12 (stereo unspecified),3,5,1,-29,-6,1,0,-2,-7
C/C(N)=C(/C#N)C(=O)CSc1cc(C)c2ccccc2n1,3,12,2,.,-6,-9,-1,-3,-3
Nn1c(SCC(=O)N2CCCc3ccccc32)nnc1-c1ccc(Cl)cc1,-3,5,0,8,-1,-11,3,0,-8
CCCNC(=S)N1CC2(C)CN(C(=O)C(=O)OC)CC(C)(C1)C2=O,3,6,21,-5,9,-1,-4,-1,-3
Cc1nc(-c2cccs2)sc1C(=O)NN,-4,.,2,-21,-6,-25,-1,0,4
O=S(=O)(NC1CCCC1)c1ccc(S(=O)(=O)NC2CCCC2)cc1,2,-5,1,-9,13,26,0,-3,-10
O=C(O)CN1C(c2ccccc2)=Nc2ccc(Br)cc2C1c1ccccc1 (stereo unspecified),7,5,19,-11,-19,-16,.,.,1
O=C(Cc1ccccc1)NS(=O)(=O)c1ccc(N=NN2CCOCC2)cc1,4,3,17,-3,9,-4,-1,0,-3
O=C(Nc1ccc(S(=O)(=O)N2CCN(Cc3ccccc3)CC2)cc1)c1cnccn1,0,-14,1,-4,26,16,-1,-2,-11
Cc1cc(C)c(S(=O)(=O)Nc2ccc(O)cc2)c(C)c1,6,-6,0,-7,13,1,-2,1,-1
CC(C)CC1(C(=O)NCCc2c[nH]c3ccccc23)C=CCN1C(=O)c1ccccc1 (stereo unspecified),-2,12,0,.,3,2,5,-4,-14
CCN(CC)S(=O)(=O)c1ccc(NC(=O)c2ccc(N(C)S(C)(=O)=O)cc2)cc1,-4,4,7,-24,-40,3,-2,-1,-2
CCc1ccc(NC(=O)c2ccccc2Br)cc1,-1,-4,6,-8,12,-2,0,1,5
Cc1ccc(Sc2ncccc2C(=O)NC2CCCCCC2)cc1C,5,0,4,-3,12,-4,45,6,-8
COCCn1c(SCC(=O)N(C)C2CCS(=O)(=O)C2)nc2ccccc2c1=O (stereo unspecified),-2,6,-18,-9,9,1,-3,0,-3
O=C(c1cccc(Cl)c1)C1CCCN(Cc2ccc(N3CCNC3=O)cc2)C1 (stereo unspecified),-6,-2,22,-5,-4,-8,3,0,-4
CN(C)C(=O)/C(C#N)=C\c1cc(Br)c(Sc2ccc(Cl)cc2)o1,-4,4,4,-13,-9,-1,6,-6,-4
CSc1cccc(-n2cc(-c3ccc4c(c3)OCO4)[nH]c2=O)c1,9,1,3,-10,-1,6,-3,2,-5
Cc1ccc(-n2c(=O)c3c4c(sc3n3c(=S)[nH]nc23)CCC4)cc1,3,.,-1,-12,-6,-17,10,10,-5
CN(C)c1ccc(C(=O)Nc2cc(C(F)(F)F)ccc2-n2cncn2)cc1,0,2,1,12,-23,1,-1,0,2
COCCNC(=O)CSc1cc(-c2ccccc2)c2ccc(OC)cc2n1,-4,11,27,-20,-16,-5,-1,-2,-5
Cc1cc(C)c(S(=O)(=O)n2nc(C)c(Br)c2C)c(C)c1,3,3,-8,-1,0,9,1,-4,-10
COCCCn1c(SCC(=O)OC2CCCCC2)nnc1-c1ccco1,-4,-1,-1,-23,-12,-4,-5,-4,-4
COc1ccc(C2/C=C\CN(C(=O)Nc3ccc(C(F)(F)F)cc3)CC(=O)N2Cc2ccc(F)cc2)cc1 (stereo unspecified),.,.,25,5,.,.,0,3,.
CC1CC(C)(C)NC(=S)N1CC(=O)NCc1ccc2c(c1)OCO2 (stereo unspecified),-3,5,-9,-2,4,0,3,2,-8

# 2 compounds drawn at random from the list so far:
SMILES,p97 inhibitor,NPY-Y1 antag,Hck-Nef inh,MDM2 E3 inh,NPY1 pot ag,NPY2 pot ag,Runt-SMMHC FRET,Runt-CBFb FRET,RBBP9 inhibitor
Cc1ccc(-n2c(=O)c3c4c(sc3n3c(=S)[nH]nc23)CCC4)cc1,3,.,-1,-12,-6,-17,10,10,-5
CCOC(=O)c1sc(NC(=O)C(OC(C)=O)c2ccccc2)nc1C (stereo unspecified),-2,3,0,-9,1,6,1,-4,-11

# The results go on:
SMILES,p97 inhibitor,NPY-Y1 antag,Hck-Nef inh,MDM2 E3 inh,NPY1 pot ag,NPY2 pot ag,Runt-SMMHC FRET,Runt-CBFb FRET,RBBP9 inhibitor
O=C(NCCc1ccccc1)C1CCCN(S(=O)(=O)c2cccnc2)C1 (stereo unspecified),0,-1,-1,-19,-4,10,2,-2,-5
COc1ccccc1Nc1ccc(C(=O)NCc2cccs2)cn1,3,8,22,-11,13,1,-2,-1,-6
CCn1c2ccccc2c2cc(C3C(C#N)=C(N)Oc4n[nH]c(COC)c43)ccc21 (stereo unspecified),-3,0,7,-1,3,4,-7,-4,-8
Oc1c(N=Nc2ccccc2)sc2ccccc12,-9,.,18,-51,31,12,-10,-6,-10
COc1ccc(N2CCN(CC(O)COCc3ccccc3)CC2)cc1 (stereo unspecified),-1,1,23,-8,4,-8,1,6,2
O=C(NC1CCCc2ccccc21)c1ccc(=O)[nH]c1 (stereo unspecified),-1,1,1,2,-10,-10,-7,.,1
C=CCN1C(c2ccc(Br)cc2)=CS/C1=C(/C#N)c1nnc(N2CCOCC2)n1-c1ccccc1,6,-4,2,-2,-5,7,0,-7,1
CCc1ncc(C)nc1CC,.,.,21,-50,.,.,-2,1,.
CC(C)(C)NC(=O)CN(C(=O)CSc1nnc(COc2ccccc2)o1)c1cccc(F)c1,-6,8,0,-27,-17,-15,4,-4,-2
O=C(NC(=S)N1CCc2ccccc21)c1ccco1,-1,0,10,-13,5,0,.,.,-8
Clc1ccc(-c2nnc(COc3ncnc4sccc34)o2)cc1,-2,7,1,-2,2,2,-5,1,-7
O=C(CCCC(=O)N1CCN(c2ccc([N+](=O)[O-])cc2)CC1)c1ccccc1,0,-8,6,6,-6,-3,-6,-5,11
CCN(CC)CCCNC(=O)c1cc2c(Cl)nc3ccccc3c2s1,2,0,11,-22,-7,-15,3,0,-4
Cc1nc2ccccc2nc1OCC(=O)NCC(F)(F)F,-7,-1,0,-6,-5,-3,2,0,-11
CCOC(=O)Cn1cc(C(=O)C2CC2)c2ccccc21,4,8,2,-6,8,3,4,0,3
O=C(CC1CCCCC1)N1CCN(c2ccccn2)CC1,-9,-1,-9,-15,-3,0,-6,0,-9
CCOc1ccc(N2C(=O)CN(c3cccc4ccccc34)C2=S)cc1,1,-8,25,-6,-6,-15,1,2,-4
COc1cnn(-c2cc(Oc3ccc(C)cc3)ncn2)c(=O)c1Cl,4,1,5,-18,-3,-12,0,-2,-17
CN(CC(=O)O)S(=O)(=O)c1cccs1,0,-5,-2,-4,11,0,-5,0,-6
Cc1ccc(Nc2ccc(C(=O)NC3CCCCC3)cn2)cc1,7,.,20,.,12,-16,3,2,3
N#CCc1ccc(Oc2ncc(C(F)(F)F)cc2Cl)cc1,-7,1,-20,-8,-25,-11,-4,0,-13
CC(C)c1ccc(C2C(C#N)=C(N)Oc3c2oc(CO)cc3=O)cc1 (stereo unspecified),3,7,17,1,14,-2,-2,0,4
Cc1c(O)ccc(/C=N/Nc2nc(-c3cccnc3)nc3ccccc23)c1O,12,.,1,-26,31,34,-10,-4,5
Nc1nnnn1/N=C/c1cc([N+](=O)[O-])ccc1O,1,.,32,-8,15,9,0,0,-4
C=CCOc1cccc(C2C(C(=O)c3ccc(C)o3)=C(O)C(=O)N2Cc2ccncc2)c1 (stereo unspecified),6,10,2,-18,4,17,3,2,-5
Cc1ccccc1NC(=S)NNC(=O)c1ccncc1,2,2,18,-12,-8,-10,4,2,-1
Cc1cc2cc(CN(Cc3cccs3)C(=S)NCC3CCCO3)c(=O)[nH]c2cc1C (stereo unspecified),7,-3,1,-2,-8,7,2,0,-5
COC(=O)C1C(c2ccccc2)NC(=O)NC1(O)C(F)(F)Cl (stereo unspecified),4,-3,19,-6,19,4,3,0,1
COc1ccc(C(=O)C2CCN(C(=O)c3ccco3)CC2)cc1,0,8,1,-10,0,-3,3,-2,-6

# High-throughput results as filed in PubChem.
